From PubChem
M. tuberculosis – growth inhibition of non-replicating M. tuberculosis (AID 488890) | Mycobacterium tuberculosis non-replicating, growth inhibition; higher % means a stronger effect | inhibition, % at 25 µM, or IC50 in µM where a hit was titrated | 320,000 tested, 0.39% active; in the data active = a potency from the dose series; inconclusive = inhibition mostly from about 82% at the one dose, without a potency; inactive = the rest, 99 in 100 with inhibition below about 76%;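 note: plate controls were DMSO cells for no effect and high antibiotic wells for full effect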
PhoP GFP inhibition – Inhibition of PhoP regulon, Salmonella typhi GFP reporter cells, confirmation, 4 h (AID 1850); one-dose inhibition, % at 50 µM; IC50 in µM for titrated hits; 310,000 tested, 0.33% active; Salmonella Typhi PhoP-promoter GFP reporter, fluorescence, 4 h; higher % means a stronger effect; in the data active = a potency from the dose series; inconclusive = inhibition mostly from about 25% at the one dose, without a potency; inactive = the rest, 99 in 100 with inhibition below about 19%;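 note: 0% = induced wells with vehicle and 100% = uninduced wells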
H37Rv inhibition – M. tuberculosis growth inhibition, HTS (AID 449762). M. tuberculosis H37Rv growth inhibition, 7H9 media; higher % means a stronger effect. inhibition, % at 25 µM; hits with a dose series show IC50 in µM. 330,000 tested, 0.59% active; in the data active = a potency from the dose series; inconclusive = inhibition above about 70% without an active follow-up result;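 note: bacterial growth assessed after seven days of incubation; strong numbers were not always called active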
VEEV TC-83 Vero – inhibitors of VEEV TC-83 cytopathic effect, confirmation, Vero cells (AID 588727); Vero cells, VEEV TC-83 cytopathic effect inhibition; higher % means a stronger effect; 350,000 tested, 0.13% active; inhibition, % at 20 µM, or IC50 in µM where a hit was titrated; in the data active = a potency from the dose series; inconclusive = inhibition mostly from about 14% at the one dose, without a potency; inactive = the rest, 99 in 100 with inhibition below about 12%; note: strong numbers were not always called active
H1N1 NS1A inhibition – NS1A inhibition, H1N1 influenza, cell based functional assay (AID 504329). NS1A functional cell-based assay, percent inhibition; higher % means a stronger effect. inhibition, % at 12.5 µM; hits with a dose series show IC50 in µM. 340,000 tested, 0.3% active; in the data active = a potency from the dose series; inconclusive = inhibition above about 27% without an active follow-up result; note: strong numbers were not always called active
VEEV TC-83 Vero 10K pilot screen – second read-out of VEEV TC-83 Vero, no call of its own (marks repeat the call); inhibition, %; measured here: 10K pilot screen inhibition
Active calls of the source: *; i = inactive; ? = inconclusive; . = no result given.

The first 2 compounds (preview)
SMILES | M. tuberculosis | PhoP GFP inhibition | H37Rv inhibition | VEEV TC-83 Vero | H1N1 NS1A inhibition | others
COc1ccc(CCN2CC(C(=O)Nc3cccc(C(C)=O)c3)CC2=O)cc1OC (centres undefined) | 14.9% | 1.2% | 0.2% | 1.8% | -0.6%
CC(C)OC(=O)CSc1nnc(-c2cnccn2)n1Cc1ccco1 | 22.4% | -2.1% | 1.1% | 1.6% | 0.8%

Results, from the start:
SMILES | M. tuberculosis | PhoP GFP inhibition | H37Rv inhibition | VEEV TC-83 Vero | H1N1 NS1A inhibition | others
COc1ccc(CCN2CC(C(=O)Nc3cccc(C(C)=O)c3)CC2=O)cc1OC (centres undefined) | 14.9% | 1.2% | 0.2% | 1.8% | -0.6%
CC(C)OC(=O)CSc1nnc(-c2cnccn2)n1Cc1ccco1 | 22.4% | -2.1% | 1.1% | 1.6% | 0.8%
COc1cc2c(cc1OC)CN(C(=O)c1ccc(OC)c(S(=O)(=O)N3CCCC3)c1)CC2 | . | . | . | 10.7% | -0.2%
Cc1cccn2c(=O)c(C=NCc3ccccc3)c(NCCO)nc12 | 18.8% | 5.6% | -9.7% | 1.0% | 3.3%
O=C(O)CCC(=O)N1N=C(c2ccc(Br)cc2)CC1c1cccc(Br)c1 (centres undefined) | 42.1% | 0.1% | 9.1% | 1.0% | 0.1%
O=C(CCNS(=O)(=O)c1ccccc1)NNC(=O)c1csc(N2CCOCC2)n1 | -3.6% | 7.0% | -11.7% | 1.3% | -1.5%
Cc1cc(=O)oc2c(C)cc(C(C)(C)C)cc12 | . | . | . | 10.1% | 7.2%
CC(C)CC(NC(=O)OC(C)(C)C)c1cn([C@@H](CCCCNC(=O)OC(C)(C)C)C(=O)N2CCN(C(=O)OC(C)(C)C)CC2)nn1 (some centres undefined) | 23.6% | 10.0% | 5.2% | 3.9% | -9.1%
CCc1cc(C(=O)OC)c(N2C(=O)C3C4C=CC(C4)C3C2=O)s1 (centres undefined) | -3.1% | -4.7% | 4.7% | 1.4% | 5.7% | VEEV TC-83 Vero 10K pilot screen=2.3
COC(=O)C1=C(c2ccccc2)C[C@@H]2CC[C@H]1N2C(=O)NCc1ccco1 | 15.6% | -0.7% | -6.6% | 0.2% | 7.8%
CCCn1c(SCC(=O)Nc2ccc3c(c2)OCCO3)n[nH]c1=O | . | . | . | 2.3% | -3.1%
O=C1NC(=O)C(C/C=C/c2ccccc2)C(=O)N1 | -5.1% | 1.4% | -0.2% | 0.6% | 6.1%
COc1ccccc1N(CC(=O)N1CCCCC1)S(=O)(=O)c1ccccc1 | 3.2% | -3.9% | -3.7% | i | -7.1%
O=c1c2ccccc2cnn1Cc1n[nH]c(=S)n1C1CC2CCC1C2 (centres undefined) | -11.1% | 1.1% | 8.3% | 0.9% | -2.5%
N=c1c2c(ncn1Cc1ccco1)Oc1cc(O)ccc1C2c1ccccc1 (centres undefined) | 27.4% | -6.7% | 1.3% | 5.9% | 2.2%
COc1ccc(/C(N)=N/OC(=O)C2CCCCC2)cc1 | 50.2% | -2.2% | -1.7% | 1.4% | -3.5%
Clc1ccc(CNc2cnccn2)cc1Cl | 3.8% | 0.6% | 11.0% | 0.5% | 19.0%
O=[N+]([O-])c1cccc(OCCCN2CCC(Cc3ccccc3)CC2)c1 | 38.8% | 17.0% | -0.8% | i | 25.5%
CC(C)NS(=O)(=O)c1ccc(OCC(=O)NCc2ccco2)cc1 | -4.1% | -1.6% | -2.1% | 0.6% | -1.3%
COC(=O)c1cc2ccccn2c2c(C(=O)OC)c(C(=O)OC)cc1-2 | -9.5% | 4.9% | 5.7% | 7.5% | 16.8%
O=C(NCc1ccc(F)cc1)c1cnc(-c2ccccn2)nc1C(F)(F)F | 23.3% | 5.6% | -8.6% | 0.4% | -3.9%
CC(C)(C)OC(=O)N1CCC(NC(=O)c2[nH]cnc2C(=O)Nc2ccccc2)CC1 | 66.5% | . | 18.5% | 5.2% | -1.4%
CCSC1OC(C(COC(C)=O)OC(C)=O)C(OC(C)=O)C1NC(C)=S (centres undefined) | . | . | . | 0.5% | -0.9%
O=C(NNc1cc(Cl)cc(Cl)c1)c1c(F)cccc1Cl | 31.5% | -20.9% | 66.4% | 5.8% | -17.6%
COc1cccc(NC(=O)c2cc(-c3ccc(OC)cc3OC)nc3ccccc23)c1 | 13.8% | -3.2% | 10.8% | 9.4% | .
CCn1cc(C(=O)Nc2ccc(C)cc2C)c(=O)c2ccc(C)nc21 | -4.0% | -2.8% | -5.8% | . | .
COC(=O)c1sccc1NC(=O)Cn1nnc(-c2ccc(C)cc2)n1 | 7.8% | 0.4% | -5.6% | 3.5% | 19.3%
CCCC[N+](C)(C)CCC(=O)NC(C)(C)CS(=O)(=O)[O-] | 7.7% | 8.8% | -0.8% | 7.6% | 1.8%
CCCCOc1ccc(OCCNC(=O)C2CCCN2C(=O)Nc2ccccc2)cc1 (centres undefined) | 28.7% | 10.0% | 8.7% | 3.3% | -6.1%
Cc1cc(Cl)ccc1NC(=O)CSc1nnc(Cc2cccs2)n1Cc1ccco1 | 26.9% | -7.1% | -0.3% | 3.6% | 4.8%
CCN(CC)C1=NS(=O)(=O)c2cc([N+](=O)[O-])ccc21 | -11.7% | -2.6% | 26.9% | 1.6% | -1.4%
Cc1c(C(=O)N/N=C/c2cccs2)nnn1-c1nonc1N | -4.5% | -5.3% | 10.1% | 1.4% | -8.2%
CCOC(=O)c1ccc2nc(C)c(CCC(C)=O)c(Cl)c2c1 | -7.2% | -8.4% | 54.4% | i | 0.9%
O=C1C2C3C=CC(C3)C2C(=O)N1CCCCCCN1C(=O)C2C3C=CC(C3)C2C1=O (centres undefined) | 1.9% | 7.2% | -0.9% | 0.1% | 9.0%
CCCCn1c(N)c(N(CC)C(=O)c2cc(C)cc(C)c2)c(=O)[nH]c1=O | -5.0% | -6.4% | -1.8% | i | -10.5%
CC(=O)N/C(=C\c1ccccc1)C(=O)OCC(=O)Nc1cc(S(=O)(=O)N(C)C)ccc1C | 64.0% | -2.6% | 1.8% | 1.7% | -11.5%
Cc1ccc(NC(=O)CCNC(=O)c2ccc([N+](=O)[O-])cc2)cc1S(=O)(=O)N(C)C | 13.3% | -4.8% | 4.3% | 5.5% | -3.9%
O=C(N/N=C/c1ccc2c(c1)OCO2)C(=O)Nc1ccccc1Cl | 4.7% | -5.2% | -2.4% | 1.2% | -4.3%
COc1cc(NC(=O)COC(=O)CNC(=O)c2ccc(C)s2)cc(OC)c1 | -7.1% | -1.1% | 5.4% | 2.4% | .
CC(C)CC(=O)Nc1ccccc1N1CCN(c2ccc(F)cc2)CC1 | 20.8% | -2.3% | 0.5% | 0.6% | -4.4%
CC(C)NC(=O)NNc1c(Cl)cncc1Cl | -13.2% | -4.9% | 0.5% | 0.4% | .
CCOc1ccc(C2=Nn3c(nnc3-c3ccco3)SC2)cc1 | 7.1% | -6.3% | 4.6% | 0.5% | -22.9%
COc1ccccc1C(=O)Nc1nnc(-c2ccc(F)cc2)o1 | . | 31.0% | -3.8% | 10.3% | -39.4%
O=C(COc1ccc(Cl)cc1Br)OCC(=O)c1ccc[nH]1 | ? | . | 68.6% | 3.2% | -4.3%
CCOC(=O)c1ccccc1NC(=O)Cn1cnc2c(nnn2-c2ccc(C)cc2)c1=O | -33.5% | 1.4% | -6.3% | 0.2% | 6.5% | VEEV TC-83 Vero 10K pilot screen=0.8
O=C1c2ccccc2/C(=C\C#Cc2ccccn2)N1c1ccccc1 | 43.5% | . | 9.0% | 7.3% | 18.7% | VEEV TC-83 Vero 10K pilot screen=6.4
CC(C)OC(=O)CSc1nnc(Cc2ccccc2)n1CC1CCCO1 (centres undefined) | -3.9% | -8.1% | -5.7% | i | -0.3%
OCCC1CN(Cc2cnc(N3CCOCC3)s2)CCN1C1CCCC1 (centres undefined) | 7.8% | 14.0% | 1.3% | 1.5% | -0.2%
O=C(c1ccco1)N1CCN(S(=O)(=O)c2ccc(S(=O)(=O)NC3CCCC3)cc2)CC1 | 5.4% | -0.9% | 2.9% | 0.8% | 2.4%
Cn1c(/C(C#N)=C(\O)COc2ccc3ccccc3c2)nc2ccccc21 | 12.1% | -6.8% | 5.6% | i | 0.9%
O=C(Nc1c(Cl)cc(Cl)cc1C(=O)NCCN1CCOCC1)c1ccc(Cl)cc1Cl | 3.1% | 3.2% | 3.5% | 0.6% | -3.6%
c1ccc(CCNc2ncnc3sccc23)nc1 | 3.2% | 8.7% | -8.3% | i | -3.9%
COc1ccc(C2=NCC(CSc3nccc(=O)[nH]3)S2)cc1 (centres undefined) | 26.2% | 4.6% | -0.6% | i | -4.0%
Cn1c(SCc2nc(-c3ccc(Cl)cc3)no2)nnc1-c1ccccc1 | 48.7% | -4.3% | -9.3% | 0.7% | 0.2%
COc1cc(C2NC(=O)NC(C)=C2C(=O)Nc2cccc(C)c2C)cc(OC)c1OC (centres undefined) | -13.4% | -3.2% | 3.0% | 0.6% | -0.2% | VEEV TC-83 Vero 10K pilot screen=0.0
CC1=CC(=C(C#N)C#N)C=C(C)N1CCN1CCN(C(=O)Nc2ccc(Cl)c(Cl)c2)CC1 | 35.9% | 3.7% | -1.3% | 0.6% | -3.3%
O=C(CN(CC1CCCO1)C(=O)CNS(=O)(=O)c1ccc(Cl)cc1)NCC1CCCO1 (centres undefined) | 5.1% | -3.2% | 1.4% | i | -1.9%
COc1ccc(NC(=S)N2CCC(N(C)CC3CCCO3)CC2)cc1Cl (centres undefined) | -3.5% | -4.0% | 3.5% | 0.2% | 4.4%
COc1ccc(NS(=O)(=O)c2ccc(C)c(C(=O)O)c2)cc1 | -3.1% | -15.9% | -2.2% | 0.4% | 5.8%
Cc1c(NC(=S)NC(=O)C(C)(C)C)c(=O)n(-c2ccccc2)n1C | 11.2% | 2.1% | -6.4% | 1.5% | -3.7%
(list continues)
SMILES | M. tuberculosis | PhoP GFP inhibition | H37Rv inhibition | VEEV TC-83 Vero | H1N1 NS1A inhibition | others
CCS(=O)(=O)Nc1ccc(-c2nnc(SCC(=O)c3cccc(OC)c3)o2)cc1 | 10.8% | -5.0% | -7.6% | 2.5% | 0.7%
C=CCSc1nc(C)cc(/C=C\c2ccccc2)c1C#N | 11.7% | 0.0% | -3.8% | i | -6.8% | VEEV TC-83 Vero 10K pilot screen=1.5
CCC(C)(C)n1nnnc1C(c1cccs1)N1CC=C(c2ccc(F)cc2)CC1 (centres undefined) | 48.1% | 6.0% | 1.6% | i | -1.6%
Cc1ccc(C2=NN(CC(=O)O)C(=O)CC2)cc1 | -0.5% | -3.6% | -9.5% | 0.7% | 8.3%
CCOc1ccc(NC(=O)CN(C)C(=O)Cn2cnc3c2c(=O)n(C)c(=O)n3C)cc1OCC | -9.1% | 0.1% | 1.3% | 2.2% | -2.2%
Cc1ccc(NC(=O)COC(=O)c2ccc([N+](=O)[O-])o2)cc1S(=O)(=O)N1CCCCCC1 | ? | 11.4% | ? | 0.4% | 11.4%

Sorted by SMILES length (ascending): part of the list above.
SMILES | M. tuberculosis | PhoP GFP inhibition | H37Rv inhibition | VEEV TC-83 Vero | H1N1 NS1A inhibition | others
Clc1ccc(CNc2cnccn2)cc1Cl | 3.8% | 0.6% | 11.0% | 0.5% | 19.0%
Cc1cc(=O)oc2c(C)cc(C(C)(C)C)cc12 | . | . | . | 10.1% | 7.2%
Cc1c(C(=O)N/N=C/c2cccs2)nnn1-c1nonc1N | -4.5% | -5.3% | 10.1% | 1.4% | -8.2%
CC(C)NS(=O)(=O)c1ccc(OCC(=O)NCc2ccco2)cc1 | -4.1% | -1.6% | -2.1% | 0.6% | -1.3%
COc1ccc(NC(=S)N2CCC(N(C)CC3CCCO3)CC2)cc1Cl (centres undefined) | -3.5% | -4.0% | 3.5% | 0.2% | 4.4%
CCn1cc(C(=O)Nc2ccc(C)cc2C)c(=O)c2ccc(C)nc21 | -4.0% | -2.8% | -5.8% | . | .
Cc1cc(Cl)ccc1NC(=O)CSc1nnc(Cc2cccs2)n1Cc1ccco1 | 26.9% | -7.1% | -0.3% | 3.6% | 4.8%
